SR-BI uptake up – enhances SR-BI lipid uptake from DiI-HDL | activation, % at 12.5 µM | CHO ldlA[mSR-BI] cells, DiI-HDL uptake fluorescence, 3 h; 100 = double the neutral-control signal | AID 504775 | 320,000 tested, 0.096% active;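 active means mean replicate activation of at least 60% and every replicate at or above 60%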;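 further: 0% = median plate neutral-control signal and 100% = twice that signal; values of inactives mirror those of a sister screen read the other way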
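Test system: SR-BI-overexpressing, LDLR-lacking CHO cells; Also added: labelled HDL, 10 µg/mL; Measured by: bottom-read cell fluorescence after medium removal, ex 550/em 595 nm; Timing: 3 h uptake period with compound, 37 °C; Buffer or medium: F12, 0.5% BSA, 25 mM HEPES; Doses: single compound concentration, delivered by pin transfer.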
Wnt act – Wnt/beta-catenin pathway activation; Wnt/beta-catenin reporter cell assay, activator, plate reader; activation, % at 9.35 µM; 300,000 tested, 1.2% active; in the data active means activation above about 30%, passing the limit was not always enough;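 further: 0% = neutral control wells and 100% = positive control wells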
MITF act – increases MITF-driven TRPM1 promoter luciferase signal. 300,000 tested, 0.75% active. AID 588334. activation, % at 12.5 µM. SK-MEL-5 TRPM1-promoter luciferase, 24 h; % of positive control, neutral wells = 0;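 active means mean activation of at least 80% with every replicate also reaching 80%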;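 further: 0% = neutral control wells and 100% = parthenolide positive control wells; values of inactives mirror those of a sister screen read the other way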
SR-BI DiI inh – inhibitors of mouse SR-BI mediated HDL lipid uptake; 320,000 tested, 0.96% active; ldlA[mSR-BI] CHO cells, DiI-HDL uptake fluorescence, 3 h; inhibition, % at 12.5 µM;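 active means mean replicate inhibition of at least 70% and a set share of replicates each scoring 70 or more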;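 further: 0% = median of neutral control wells and 100% = median of positive control wells; values of inactives mirror those of a sister screen read the other way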
Target sequence (Q61009 whole entry, looked up): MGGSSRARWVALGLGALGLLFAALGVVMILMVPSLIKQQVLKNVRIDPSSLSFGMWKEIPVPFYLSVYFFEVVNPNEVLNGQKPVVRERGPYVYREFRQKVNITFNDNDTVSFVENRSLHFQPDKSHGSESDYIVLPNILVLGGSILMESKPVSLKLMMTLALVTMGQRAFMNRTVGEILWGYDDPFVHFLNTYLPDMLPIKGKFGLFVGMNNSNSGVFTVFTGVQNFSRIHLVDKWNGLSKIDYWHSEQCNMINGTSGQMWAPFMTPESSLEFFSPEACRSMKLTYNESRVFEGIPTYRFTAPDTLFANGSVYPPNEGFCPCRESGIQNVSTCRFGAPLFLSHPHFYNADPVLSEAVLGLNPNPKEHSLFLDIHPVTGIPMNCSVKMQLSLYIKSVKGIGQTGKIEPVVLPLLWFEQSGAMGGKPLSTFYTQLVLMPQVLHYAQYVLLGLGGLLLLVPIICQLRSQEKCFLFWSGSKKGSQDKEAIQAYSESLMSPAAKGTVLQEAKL
phage Ecoli inh – E. coli growth loss with phage present; AID 651602; growth absorbance; 360,000 tested, 0.26% active; inhibition, % at 11.9 µM; in the data active means inhibition above about 11%
AddAB inh – less growth of phage-infected E. coli with AddAB | E. coli expressing H. pylori AddAB, absorbance growth | inhibition, % at 11.9 µM | 330,000 tested, 0.29% active; in the data active means inhibition above about 12%;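 further: 0% = vehicle wells of infected cells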
CAL PDZ FP-1 – human CAL PDZ-peptide interaction inhibition; purified CAL PDZ, TMR-peptide fluorescence polarization, 1 h; inhibition, % at 20 µM; 330,000 tested, 0.02% active; AID 504414;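 active means highest replicate inhibition of at least 40%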;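 further: plate controls were DMSO neutral control wells for no effect and unlabeled competitor peptide control wells for full effect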
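Material: tagged CAL PDZ protein CerCALP, purified; buffer or medium: sodium phosphate/NaCl buffer pH 7.4 with TCEP, IgG, Thesit; also added: fluorescent TMR peptide probe; schedule: 1 h incubation at room temperature before polarization reading; technique: fluorescence polarization from S- and P-plane intensities, G-factor corrected; control set: unlabelled peptide and DMSO controls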
CAL PDZ FP-2 – CAL PDZ (human) peptide binding inhibition; Q9HD26; purified CAL PDZ, TMR-peptide fluorescence polarization, 1 h; inhibition, % at 24.9 µM; 300,000 tested, 0.92% active; AID 602252;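 active means mean inhibition of at least 30% with at least half of replicates also reaching 30%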;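 further: 0% = DMSO neutral control and 100% = excess unlabeled competitor peptide PRC23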
Ecoli viability – counter-screen for AddAB inhibitors: E. coli growth inhibition. E. coli V3065 growth, OD600 absorbance, 18 h. inhibition, % at 11.9 µM. 330,000 tested, 0.27% active. AID 449728;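 active means inhibition above the campaign's mean inhibition across all tested compounds plus 3 SD, cut at about 9.9% in these data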;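 further: uninfected addAB+ strain grown without phage in ampicillin broth; 0% = DMSO wells and 100% = ciprofloxacin 0.95 µg/ml wells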
Tat export inh – blocks Tat-dependent protein export in E. coli. E. coli MC4100 TorA-mCherry Tat export, fluorescence. inhibition, % at 10 µM. 340,000 tested, 0.036% active. AID 488895;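 active means mean replicate inhibition at least 50% and at least half of replicates individually reaching 50%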;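 further: exported cargo escapes ClpAP degradation while cytoplasmic cargo is degraded and loses fluorescence; 0% = median of neutral control wells and 100% = median of NaSCN control wells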
The depositor's hits bear a star.

Results for CC(=O)OC1CCC2C3CCC4=CC(=O)CCC4(C)C3CCC2(C)[C@]1(C)O (some centres undefined) ?
SR-BI uptake up: 15; Wnt act: -2; MITF act: 21; SR-BI DiI inh: -15; phage Ecoli inh: 1.0; AddAB inh: -0.1; CAL PDZ FP-1: -1.2; CAL PDZ FP-2: -18; Ecoli viability: -1.0; Tat export inh: -2

How did COc1ccc(NC(=S)N2CCN(C(=O)c3ccco3)CC2)c(OC)c1 do in these assays?
SR-BI uptake up: 5; Wnt act: -3; MITF act: -8; SR-BI DiI inh: -5; phage Ecoli inh: 1.5; AddAB inh: 5.1; CAL PDZ FP-1: -0.1; CAL PDZ FP-2: -5; Ecoli viability: -1.0; Tat export inh: 0

What do the screens show for `O=C(Nc1nc2ccccc2s1)C1CC(=O)N(c2ccc(Br)cc2)C1` (centres undefined)?
SR-BI uptake up: -10; Wnt act: -6; SR-BI DiI inh: 10; phage Ecoli inh: 2.6; AddAB inh: 3.3; CAL PDZ FP-1: -3.5; CAL PDZ FP-2: -3; Ecoli viability: 0.8; Tat export inh: 11

Results for CC1(C)OC(=O)N(c2ccccn2)C1(C)O (centres undefined) ?
SR-BI uptake up: 17; MITF act: -3; SR-BI DiI inh: -17; phage Ecoli inh: 2.5; AddAB inh: 2.6; CAL PDZ FP-1: -0.2; CAL PDZ FP-2: -1; Ecoli viability: 1.0; Tat export inh: 16

Results for COc1ccccc1Cn1c(C)nnc1-c1cnn(C)c1N ?
SR-BI uptake up: 5; Wnt act: 6; MITF act: -6; SR-BI DiI inh: -5; phage Ecoli inh: 1.2; AddAB inh: 3.2; CAL PDZ FP-1: 1.6; CAL PDZ FP-2: -3; Ecoli viability: 1.6; Tat export inh: -8

Results for CCN(CC)C1=N/C(=C\c2ccc(OC)cc2)C(=O)N1c1ccccc1 ?
SR-BI uptake up: -63; Wnt act: 1; MITF act: 7; SR-BI DiI inh: 63; phage Ecoli inh: 5.5; AddAB inh: -0.8; CAL PDZ FP-1: -0.6; CAL PDZ FP-2: 5; Ecoli viability: 0.5; Tat export inh: 2

Results for COc1ccc(NS(=O)(=O)c2cccc(C(=O)NCC(c3ccccc3)N(C)C)c2)cc1 (centres undefined) ?
SR-BI uptake up: 17; Wnt act: -1; MITF act: 8; SR-BI DiI inh: -17; phage Ecoli inh: 5.8; AddAB inh: 2.9; CAL PDZ FP-1: -2.3; CAL PDZ FP-2: -3; Ecoli viability: 3.4; Tat export inh: 10

What do the screens show for `CCCc1ccc2oc(C(=O)NCc3nnc(C)o3)c(C)c2c1`?
SR-BI uptake up: -6; Wnt act: 15; MITF act: 61; SR-BI DiI inh: 6; phage Ecoli inh: -0.7; CAL PDZ FP-1: -1.6; CAL PDZ FP-2: 12; Tat export inh: -4

How did CC1(C)Cc2c(cnn2-c2ccccc2)C(=O)/C1=N\NC(=O)c1ccccc1O do in these assays?
SR-BI uptake up: 7; Wnt act: -1; MITF act: -12; SR-BI DiI inh: -7; phage Ecoli inh: 1.8; AddAB inh: -1.6; CAL PDZ FP-1: -9.8; CAL PDZ FP-2: -7; Ecoli viability: -1.1; Tat export inh: -14

What do the screens show for `CC1=NOC(=O)/C1=C\c1ccc(-c2ccc(Cl)cc2Cl)o1`?
SR-BI uptake up: -129; Wnt act: -15; MITF act: -71; SR-BI DiI inh: 129*; phage Ecoli inh: 0.6; CAL PDZ FP-1: -2.1; CAL PDZ FP-2: -5; Tat export inh: -5

What do the screens show for `CCOc1ccc(CCNC(=O)Nc2cccc(OC)c2)cc1OCC`?
SR-BI uptake up: 19; Wnt act: 2; MITF act: -5; SR-BI DiI inh: -19; phage Ecoli inh: -1.7; AddAB inh: 0.2; CAL PDZ FP-1: -0.4; CAL PDZ FP-2: -1; Ecoli viability: -0.3; Tat export inh: 7

Results for C/C(Cl)=C\Cn1c(O)c(N=O)c2ccccc21 ?
SR-BI uptake up: -3; Wnt act: 0; MITF act: 0; SR-BI DiI inh: 3; phage Ecoli inh: 4.9; AddAB inh: 0.3; CAL PDZ FP-1: -1.5; CAL PDZ FP-2: 6; Ecoli viability: -0.6; Tat export inh: 4

What do the screens show for `O=C(Nc1ccc(Cl)cc1)N1CCCN(Cc2ccc(F)cc2)C1`?
SR-BI uptake up: 7; MITF act: 1; SR-BI DiI inh: -7; phage Ecoli inh: 5.0; AddAB inh: 2.2; CAL PDZ FP-2: -6; Ecoli viability: 0.6; Tat export inh: 6

Results for CSc1ccccc1NC(=O)CN(c1cc(C)cc(C)c1)S(C)(=O)=O ?
SR-BI uptake up: -8; Wnt act: -11; MITF act: -3; SR-BI DiI inh: 8; phage Ecoli inh: -2.9; AddAB inh: 3.0; CAL PDZ FP-1: 1.1; CAL PDZ FP-2: -4; Ecoli viability: -1.4; Tat export inh: 3

How did COc1ccc(CN(C)C(=O)C(Cc2ccccc2)NC(=O)c2ccccc2)c(OC)c1 (centres undefined) do in these assays?
SR-BI uptake up: 29; Wnt act: 1; MITF act: -3; SR-BI DiI inh: -29; phage Ecoli inh: 4.0; AddAB inh: 0.6; CAL PDZ FP-1: -0.4; Ecoli viability: 2.5; Tat export inh: 2

What do the screens show for `O=C(CCNS(=O)(=O)c1cccc(Cl)c1)OCC(=O)N1CCN(C(=O)c2ccco2)CC1`?
SR-BI uptake up: 9; Wnt act: 0; MITF act: 8; SR-BI DiI inh: -9; phage Ecoli inh: 1.2; AddAB inh: 3.2; CAL PDZ FP-1: -1.1; CAL PDZ FP-2: -4; Ecoli viability: -0.5; Tat export inh: -1

What do the screens show for `Cc1ccc(C(CC(=O)O)NC(=O)CCNC(=O)c2ccco2)cc1` (centres undefined)?
SR-BI uptake up: -8; Wnt act: 0; MITF act: -4; SR-BI DiI inh: 8; phage Ecoli inh: 2.1; CAL PDZ FP-1: -1.0; CAL PDZ FP-2: -3; Tat export inh: 0

What do the screens show for `CCN1C(=O)[C@H]2[C@@H](c3ccc(-c4ccc5c(c4)OCO5)cc3)N[C@@](Cc3ccccc3)(C(=O)OC)[C@H]2C1=O`?
SR-BI uptake up: 14; Wnt act: -3; MITF act: -4; SR-BI DiI inh: -14; phage Ecoli inh: 2.4; AddAB inh: -0.2; CAL PDZ FP-1: 0.5; CAL PDZ FP-2: 1; Ecoli viability: -1.6; Tat export inh: 1

What do the screens show for `Cc1ccc(Cn2c(CN3CCOCC3)nc3c2c(=O)[nH]c(=O)n3C)cc1`?
SR-BI uptake up: 3; MITF act: 2; SR-BI DiI inh: -3; phage Ecoli inh: 4.2; AddAB inh: 1.6; CAL PDZ FP-1: -2.4; Ecoli viability: -1.8; Tat export inh: -3

How did CCCC(C)NC(=O)c1cc(Cl)ccc1OC (centres undefined) do in these assays?
SR-BI uptake up: 4; MITF act: -6; SR-BI DiI inh: -4; phage Ecoli inh: -0.9; AddAB inh: 4.2; CAL PDZ FP-1: -0.9; CAL PDZ FP-2: -2; Ecoli viability: 1.2; Tat export inh: -1

Results for Cc1ccc(C(=O)Nc2ccccc2N2CCCCC2)cc1[N+](=O)[O-] ?
SR-BI uptake up: -65; Wnt act: -9; MITF act: -8; SR-BI DiI inh: 65; phage Ecoli inh: 2.9; AddAB inh: 1.0; CAL PDZ FP-1: -1.9; CAL PDZ FP-2: -1; Ecoli viability: -1.0; Tat export inh: 7

What do the screens show for `COC(=O)C1CCN(C(=O)COC(=O)c2cc([N+](=O)[O-])ccc2N2CCOCC2)CC1`?
SR-BI uptake up: -7; Wnt act: 4; MITF act: 1; SR-BI DiI inh: 7; phage Ecoli inh: 1.8; AddAB inh: -0.7; CAL PDZ FP-1: -0.3; CAL PDZ FP-2: -2; Ecoli viability: -0.9; Tat export inh: -6

Results for Cc1ccc(CN2CCN(Cc3cn[nH]c3-c3ccccc3)CC2CCO)o1 (centres undefined) ?
SR-BI uptake up: 3; MITF act: -1; SR-BI DiI inh: -3; phage Ecoli inh: 5.5; AddAB inh: 0.9; CAL PDZ FP-1: -2.1; CAL PDZ FP-2: -2; Ecoli viability: -0.4; Tat export inh: -17

How did COc1cc(NC(=O)C(F)(F)F)cc(OC)c1 do in these assays?
SR-BI uptake up: 1; Wnt act: 5; MITF act: 0; SR-BI DiI inh: -1; phage Ecoli inh: 2.1; AddAB inh: 0.8; CAL PDZ FP-1: -0.1; CAL PDZ FP-2: -2; Ecoli viability: -1.6; Tat export inh: 1

How did COc1ccc(C2C(C#N)=C(N)OC3=C2C(=O)CCC3)cc1Cn1nc(C)c([N+](=O)[O-])c1C (centres undefined) do in these assays?
SR-BI uptake up: -12; MITF act: -7; SR-BI DiI inh: 12; phage Ecoli inh: 2.7; AddAB inh: 2.6; CAL PDZ FP-1: -1.0; CAL PDZ FP-2: -4; Ecoli viability: -1.4; Tat export inh: -8

What do the screens show for `Cc1ccc(CNC(=O)C2CC(=O)N(C3CCCCCCC3)C2)cc1` (centres undefined)?
SR-BI uptake up: 5; MITF act: -11; SR-BI DiI inh: -5; phage Ecoli inh: 2.9; AddAB inh: 3.8; CAL PDZ FP-1: -0.3; CAL PDZ FP-2: -8; Ecoli viability: 1.2; Tat export inh: 0

Results for Cc1nc(CN2CCOCC2)cc(=O)[nH]1 ?
SR-BI uptake up: 22; Wnt act: -3; MITF act: 12; SR-BI DiI inh: -22; phage Ecoli inh: 3.4; AddAB inh: 0.7; CAL PDZ FP-1: -5.3; CAL PDZ FP-2: -1; Ecoli viability: -3.3; Tat export inh: -3

Results for Cc1ccc(C(=O)OCC(=O)NNC(=O)c2ccccc2)c(O)c1 ?
SR-BI uptake up: 8; Wnt act: 2; MITF act: 7; SR-BI DiI inh: -8; phage Ecoli inh: 4.0; AddAB inh: 6.0; CAL PDZ FP-1: -0.1; CAL PDZ FP-2: 12; Ecoli viability: 1.3; Tat export inh: -3

Gathered by group: those above containing a nitro group on carbon (3)
Results for Cc1ccc(C(=O)Nc2ccccc2N2CCCCC2)cc1[N+](=O)[O-] ?
SR-BI uptake up: -65; Wnt act: -9; MITF act: -8; SR-BI DiI inh: 65; phage Ecoli inh: 2.9; AddAB inh: 1.0; CAL PDZ FP-1: -1.9; CAL PDZ FP-2: -1; Ecoli viability: -1.0; Tat export inh: 7

What do the screens show for `COC(=O)C1CCN(C(=O)COC(=O)c2cc([N+](=O)[O-])ccc2N2CCOCC2)CC1`?
SR-BI uptake up: -7; Wnt act: 4; MITF act: 1; SR-BI DiI inh: 7; phage Ecoli inh: 1.8; AddAB inh: -0.7; CAL PDZ FP-1: -0.3; CAL PDZ FP-2: -2; Ecoli viability: -0.9; Tat export inh: -6

How did COc1ccc(C2C(C#N)=C(N)OC3=C2C(=O)CCC3)cc1Cn1nc(C)c([N+](=O)[O-])c1C (centres undefined) do in these assays?
SR-BI uptake up: -12; MITF act: -7; SR-BI DiI inh: 12; phage Ecoli inh: 2.7; AddAB inh: 2.6; CAL PDZ FP-1: -1.0; CAL PDZ FP-2: -4; Ecoli viability: -1.4; Tat export inh: -8
